# KB-3-1 cytotox – kills parental KB-3-1 adenocarcinoma cells. KB-3-1 viability, CellTiter-Glo ATP luminescence, 72 h. Potency, µM (doses to about 46.1 µM), for the others: at the highest dose activity change, negative = cytotoxic, actives largely listed as cytotoxic. 1.4% of 400,000 active; note: potency is the fitted concentration of half-maximal effect; % is set by controls: 0 for no effect and ±100 for the full control effect; nearly all actives have a fitted effect of over 60% in size
#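 Parental KB-3-1 adenocarcinoma cells in phenol-red-free DMEM with 10% FBS were pin-treated with compounds at several concentrations, incubated 72 h at 37 °C, and viability read by CellTiter-Glo luminescence; concentration-effect curves were fitted after normalization.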
# KB-V1 cytotox – kills drug-selected multidrug resistant KB-V1 cells. KB-V1 MDR cells viability, CellTiter-Glo, 72 h. Potency, µM (doses to about 46.1 µM), inactives show at the top dose activity change, negative = cytotoxicity, actives largely listed as cytotoxic. 3.4% of 400,000 active. AID 1347076; note: potency is the fitted concentration of half-maximal effect; % is set by controls: 0 for no effect and ±100 for the full control effect; nearly all actives have a fitted effect of over 60% in size
#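 Compound-treated KB-V1 multidrug-resistant cells, 72 h, 37 degrees C; viability by CellTiter-Glo. Fitted qHTS curves give the values.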
# SW480 rereplic – DNA re-replication induction in SW480 cells | SW480 DNA re-replication, Hoechst DNA content imaging, 48 h | Potency, µM (doses to about 46.1 µM), for inactives: at the highest dose re-replication activation, hits mostly activators | 1.8% of 340,000 active; note: potency is the fitted concentration of half-maximal effect; % of control where 0% means no effect; nearly all actives have a fitted effect of over 55% in size
#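 Image-based read-out: total Hoechst fluorescence of nuclei (405 nm excitation, 500-530 nm emission), with hits raising the fraction of high-intensity nuclei. SW480 colon cells incubated 48 hr with compounds at 37 C.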
# HT1080-NT tox – kills 2HG-producing HT-1080-NT fibrosarcoma cells; HT-1080-NT fibrosarcoma viability, CellTiter-Glo ATP luminescence, 48 h; Potency, µM (doses to about 46.1 µM), for the others: top-dose activity, negative = less viability, actives largely listed as cytotoxic; 1.6% of 360,000 active; AID 686970;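 note: NT is the 2HG producing partner of a matched IDH1 knockdown line; potency is the fitted concentration of half-maximal effect; 0% = DMSO-treated cells and -100% = media-only wells without cells; nearly all actives have a fitted effect of over 55% in size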
#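 Viability by CellTiter-Glo luminescence after 48 h compound exposure at 37C of HT-1080-NT cells (750/well, RPMI, 5% FBS). % activity scaled between DMSO wells and medium-only wells, then curve-fitted and categorized by curve class.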
# MCF10A rerep – inducers of DNA re-replication in MCF 10A breast cells | MCF 10A DNA re-replication, Hoechst nuclear intensity, 48 h | Potency, µM (highest dose often 46.1 µM), without a hit: at the top dose activity, positive = re-replication, usual class: activators | 2.9% of 350,000 active; note: potency is the fitted concentration of half-maximal effect; % of control where 0% means no effect; nearly all actives have a fitted effect of over 50% in size
# ATXN2 expr inh – inhibitors of ATXN2 expression. AID 1745845. 0.72% of 360,000 active. Potency, µM (highest dose often 57 µM), for inactives: at the top dose activity change, negative = inhibition, usual class: inhibitors. HEK-293 ATXN2-luciferase reporter, luminescence, 24 h; note: potency is the fitted concentration of half-maximal effect; % is set by controls: 0 for no effect and ±100 for the full control effect; nearly all actives have a fitted effect of over 55% in size
#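 ATXN2-luciferase reporter cells (luciferase flanked by upstream and downstream ATXN2 gene portions) were treated 24 h at 37 °C with compounds at up to 57 uM. SteadyGlo luminescence gave expression; GF-AFC fluorescence gave viability.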
# HT1080 IDH1KD tx – HT-1080 IDH1 knockdown cell toxicity (counter line). HT-1080 IDH1 knockdown viability, ATP luminescence, 48 h. Potency, µM (doses to about 46.1 µM), for inactives: top-dose activity, negative = toxicity, most hits filed as cytotoxic. 2% of 360,000 active;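 note: potency is the fitted concentration of half-maximal effect; 0% = DMSO wells and -100% = cell-free medium wells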
#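 IDH1KD HT-1080 cells, 750/well, RPMI + 5% FBS; compound pinned after 2 h settling; 48 h, 37 °C; CellTiter-Glo luminescence; % activity normalised to DMSO and no-cell wells; curves fitted, classed by r2 and efficacy.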
# ATXN viability – cell viability loss in ATXN counter-screen. 0.49% of 400,000 active. S2 cells (HEK-293 line with an ATXN2-luciferase reporter) viability, CellTiter-Fluor protease fluorescence, 24 h. Potency, µM (doses to about 56.7 µM), usual class: cytotoxic; note: potency is the fitted concentration of half-maximal effect; nearly all actives have a fitted effect of over 40% in size
# IL1B secr inh – inflammasome signaling inhibition, IL-1 beta readout; activity change, % at 57.5 µM; THP-1 LPS/ATP IL-1B secretion, AlphaLISA, 16 h; stronger effect = lower value; 4.7% of 360,000 active; in the data active = activity change below about -50%; inconclusive = mostly about -30% to -49%; note: % is set by controls: 0 for no effect and ±100 for the full control effect
#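 Secreted IL-1B measured by AlphaLISA bead assay after 16 h compound exposure of THP-1 cells; compounds (final up to 57.5 uM) added 1 h before LPS (250 ng/mL) and ATP (1.25 mM) stimulation; lower signal means less secretion.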
# Starred values were filed as active, the others as inactive; i = inactive; ? = inconclusive; . = not tested or not shown; [ ] = another dose, or the depositor's remark. Unless noted, calls come from the whole dose curve; as a rule, active = well fitted curve in the direction sought with a large enough effect; inconclusive = small, poorly fitted or top-dose-only effect, or another doubt; inactive = no such curve, though single readings can be large; an effect the other way counts as inactive or inconclusive.
SMILES,KB-3-1 cytotox,KB-V1 cytotox,SW480 rereplic,HT1080-NT tox,MCF10A rerep,ATXN2 expr inh,HT1080 IDH1KD tx,ATXN viability,IL1B secr inh
CCN(CC)S(=O)(=O)c1cccc2cc(C(=O)O)c(O)cc12,-1%,7%,3%,-5%,0%,-7%,1%,i,-1
COc1cc(-c2cc(=O)c3c(C)cc(O)cc3o2)cc(OC)c1OC,?,2.6µM*,-1%,12%,2%,5%,14%,i,14
CCn1cc(C2=NC(c3ccccc3)CO2)c2ccccc21 (stereo not given),8.2µM*,?,2%,-3%,?,7%,-4%,i,-24
CCOC(=O)c1cc(-c2ccccc2)sc1NC(=O)c1cc(OC)c(OC)c(OC)c1,-25%,?,1%,3%,15%,-2%,3%,?,-4
CC(C)NC(=O)C1(C)CCN1Cc1ccc(C(F)(F)F)cc1 (stereo not given),5%,-11%,.,19%,.,-12%,1%,i,2
CCc1ccc(NC(=S)N2CCNC(=O)C2CC(=O)OC)cc1 (stereo not given),-2%,23%,-7%,5%,-10%,6%,12%,i,3
O=C(COc1ccc(S(=O)(=O)N2CCCCC2)cc1)Nc1ccccc1F,-4%,-6%,-8%,-1%,0%,3%,-3%,i,-1
Cc1cn(C)c(CC(=O)N2CCN(c3ccccc3F)CC2)c1C(=O)O,16%,0%,.,.,.,5%,.,i,.
O=C(Cn1nc(N2CCN(c3ccccc3)CC2)ccc1=O)NCc1ccccc1F,?,-2%,.,.,.,-6%,.,i,.
COc1cc(F)ccc1-c1cc(C(=O)NCc2ccc(C(F)(F)F)cc2)[nH]n1,0%,3%,.,-19%,.,-26%,-27%,?,-26
NC1=NCC(O)=C1c1nc2ccccc2[nH]1,0%,-13%,-2%,24%,-1%,-12%,3%,i,-11
Cc1ccc(C)c(N2CCN(C(=S)Nc3ccc4nc(N5CCN(C)CC5)cc(C)c4c3)CC2)c1,?,3%,-14%,?,?,?,?,i,22
COC(=O)c1ccccc1NC(=O)c1ccc(COc2ccccc2)o1,14%,-17%,-8%[9.22 µM],-4%,10%,2%,2%,i,-4
CN(C)c1nc(N)nc(CSc2n[nH]c(-c3ccccc3)n2)n1,10%,1%,1%,3%,0%,4%,-1%,i,37
CC1CN(C(=O)c2ccccc2)C(=Nc2cccc(S(=O)(=O)N(C)C)c2)S1 (stereo not given),-15%,?,-35%[inhibitor],-4%,0%,-8%,-6%,i,14
CCN1CCN(Cc2nc3cc(NC(=O)c4cc(OC)c(OC)c(OC)c4)ccc3n2CC)CC1,7%,?,.,.,.,5%,.,i,.
CCOC(=O)c1c(C)[nH]c(C(=O)COC(=O)C(C)Oc2ccc(Cl)cc2Cl)c1C (stereo not given),1%,0%,-3%,-1%,2%,-7%,0%,i,0
Cc1nc(C)n(C)c(=O)c1-c1ccccc1,0%,0%,-13%,17%,-4%,-4%,20%,i,3
CCOc1cc(C2C(C(=O)c3ccc(C)cc3)=C(C(=O)OC)Nc3nnnn32)ccc1O (stereo not given),3%,29%,-9%,6%,-1%,8%,7%,i,24
O=C1NN(c2ccccc2)C(=O)C1=Cc1ccccc1,-2%,5%,.,?,.,.,-17%,i,-27
Cc1cccc(N2CCN(CC(=O)N(C)Cc3ccccc3)CC2C)c1 (stereo not given),-2%,15%,-6%,-1%,6%,-7%,-5%,i,-2
O=c1[nH]nc(Cc2ccc(-c3ccccc3Cl)o2)c2ccccc12,4%,9%,0%,5%,12%,62%[activator],7%,i,15
O=[N+]([O-])c1ccc(N/N=C/c2sc(N3CCOCC3)nc2-c2ccccc2)c(S(=O)(=O)Nc2ccc(Cl)cc2)c1,2.3µM*,17%,10µM*,11%,?,?,4%,?,?
CCc1nn(C(CC)C(=O)NCC(C)c2ccccc2)c(=O)c2cc3occc3n12 (stereo not given),0%,-24%,-12%,-8%,2%,-3%,3%,?,?
CC(O)CNc1nc2ccccc2n1CC(=O)NCC(F)(F)F (stereo not given),-2%,2%,0%,10%,0%,4%,16%,i,4
Cc1ccc(NC(=O)CCSCCC(=O)Nc2ccc(C)c(C)c2)cc1C,6%,-1%,-3%[9.22 µM],-6%,-7%,-4%,0%,i,-3
Nc1c(C(=O)NC2CC2)sc2nc3c(c(-c4ccco4)c12)CC/C3=C/c1ccco1,21%,-19%,-7%,-6%,-9%,5%,-12%,i,-75*
CS(=O)(=O)Nc1ccc(-c2nnc3n2CCCCC3)cc1,-11%,-30%,0%,15%,?,-11%,11%,i,-14
COc1ccc(S(=O)(=O)N2CCC(C(=O)Nc3ccccc3N3CCCC3)CC2)cc1OC,2%,5%,6%,16%,19%,11%,5%,i,?
O=[N+]([O-])c1ccc(F)cc1OCc1cccc(S(=O)(=O)N2CCOCC2)c1,-2%,-23%,0%,1%,14%,-4%,-9%,i,-24
Cc1nc2ccccn2c1C(=O)N/N=C/c1ccc(CNC(=O)C(=O)Nc2ccccc2)o1,-4%,-7%,?,-1%,?,-23%,2%,i,30
Cc1c(NC(=O)c2cc(S(=O)(=O)N3CCCCC3)ccc2Cl)c(=O)n(-c2ccccc2)n1C,-4%,0%,-6%,-2%,-11%,-2%,-1%,i,33
Cc1cccc(Oc2ccccc2NC(=O)CN2C(=O)NC3(CCCC3)C2=O)c1,-1%,-4%,-586%[inhibitor],7%,-4%,1%,1%,i,-2
COc1cccc(NC(=O)NCCCSC2CCCCC2)c1,-17%,6%,3%,1%,20%,3%,4%,i,6
O=C(CSc1nnc2ccc(-c3ccncc3)nn12)Nc1ccc(F)cc1,0%,-9%,0%,-2%,0%,3%,-10%,i,-14
CN1CCN(NC(=O)c2cc(-c3ccc(Cl)s3)nc3ccccc23)CC1,10%,-2%,16µM*,-15%,15µM*,?,-8%,i,-3
COc1ccc(N2C(=O)CSC23C(=O)N(Cc2ccc(C)cc2)c2ccccc23)cc1Cl (stereo not given),?,18µM*,.,.,.,-18%,.,i,.
O=C(Nc1ccc2nc(-c3ccccn3)c(-c3ccccn3)nc2c1)N1CCOCC1,28%,-2%,?,19%,-13%,15%,5%,i,41
COC(=O)C1CCN(C(c2ccc(OC)c(OC)c2)c2sc3nc(C)nn3c2O)CC1 (stereo not given),10%,12%,-10%,?,12%,7%,3%,i,-8
COc1ccc(CCNC(=O)CSc2cn(CCNC(=O)c3c(F)cccc3F)c3ccccc23)cc1OC,2%,-9%,.,.,.,-20%,.,?,.

# 6 compounds from above, sorted by their value in SW480 rereplic, high to low:
compound,SW480 rereplic
CN(C)c1nc(N)nc(CSc2n[nH]c(-c3ccccc3)n2)n1,1%
O=[N+]([O-])c1ccc(F)cc1OCc1cccc(S(=O)(=O)N2CCOCC2)c1,0%
COc1cc(-c2cc(=O)c3c(C)cc(O)cc3o2)cc(OC)c1OC,-1%
Cc1cccc(N2CCN(CC(=O)N(C)Cc3ccccc3)CC2C)c1 (stereo not given),-6%
Nc1c(C(=O)NC2CC2)sc2nc3c(c(-c4ccco4)c12)CC/C3=C/c1ccco1,-7%
COC(=O)C1CCN(C(c2ccc(OC)c(OC)c2)c2sc3nc(C)nn3c2O)CC1 (stereo not given),-10%

# Pulled by structure from above (4):
SMILES,KB-3-1 cytotox,KB-V1 cytotox,SW480 rereplic,HT1080-NT tox,MCF10A rerep,ATXN2 expr inh,HT1080 IDH1KD tx,ATXN viability,IL1B secr inh
COc1cccc(NC(=O)NCCCSC2CCCCC2)c1,-17%,6%,3%,1%,20%,3%,4%,i,6
COc1ccc(N2C(=O)CSC23C(=O)N(Cc2ccc(C)cc2)c2ccccc23)cc1Cl (stereo not given),?,18µM*,.,.,.,-18%,.,i,.
Cc1nc2ccccn2c1C(=O)N/N=C/c1ccc(CNC(=O)C(=O)Nc2ccccc2)o1,-4%,-7%,?,-1%,?,-23%,2%,i,30
CN1CCN(NC(=O)c2cc(-c3ccc(Cl)s3)nc3ccccc23)CC1,10%,-2%,16µM*,-15%,15µM*,?,-8%,i,-3

# Other entries follow.
SMILES,KB-3-1 cytotox,KB-V1 cytotox,SW480 rereplic,HT1080-NT tox,MCF10A rerep,ATXN2 expr inh,HT1080 IDH1KD tx,ATXN viability,IL1B secr inh
C/C=C/C(=O)OCC(=O)Nc1cccc(Br)c1,-3%,-3%,-2%,3%,-7%,1%,14%,i,?
Cc1ccc(C(=O)CSc2cc(C)nc(SCC(=O)c3ccccc3)n2)cc1,-18%,?,-2%,-13%,6%,-12%,-11%,?,34
CC(Oc1ccccc1)C(=O)Nc1ccc(S(=O)(=O)Nc2nccs2)cc1 (stereo not given),0%,17%,-4%,-3%,2%,0%,-3%,i,-2
O=C(NCCn1cc(SCc2cccc(F)c2)c2ccccc21)c1cccc(C(F)(F)F)c1,0%,21µM*,.,.,.,0%,.,?,.
O=C(NCc1ccccc1)c1ccc(S(=O)(=O)N2CCCc3ccccc32)cc1,?,?,-3%,-3%,?,-14%,-6%,i,-30

# Entries listed above that bear a hit mark in IL1B secr inh.
compound | SW480 rereplic | IL1B secr inh
Nc1c(C(=O)NC2CC2)sc2nc3c(c(-c4ccco4)c12)CC/C3=C/c1ccco1 | -7% | -75*
